CAL PDZ FP-1 – blocks peptide binding to the human CAL PDZ domain; 300,000 tested, 0.92% active; AID 602252; inhibition, % at 24.9 µM; purified CAL PDZ, TMR-peptide fluorescence polarization, 1 h;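 active means mean inhibition of at least 30% with at least half of replicates also reaching 30%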;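 further: 0% = DMSO neutral control and 100% = excess unlabeled competitor peptide PRC23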
PKA-R2B act – activators of human PKA-R2B complex. P22694+P31323. PKA-R2B holoenzyme dissociation, Cy5-IP20 fluorescence polarization; R2B truncated from residue 108, S112A mutant; 0% DMSO only, 100% 113 µM cGMP. activation, % at 11.4 µM. 340,000 tested, 0.079% active;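 active means activation above a cutoff set at the mean over all compounds plus 3 SD, cut at about 18% in these data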;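 further: higher means more holoenzyme dissociation and a rise in polarization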
DAGLB inh – diacylglycerol lipase beta (human) inhibition | Q8NCG7 | HEK293T DAGLB membrane lysate, EnzChek fluorogenic substrate | inhibition, % at 5.17 µM | 340,000 tested, 0.059% active; in the data active means inhibition above about 34%;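 further: 0% = enzyme with vehicle and 100% = wells lacking enzyme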
LANA DNA inh – blocks KSHV LANA C-terminal domain binding to DNA; 340,000 tested, 0.078% active; inhibition, % at 9 µM; AID 504423; MBP-C-LANA/FAM-LBS DNA binding, fluorescence polarization;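 active means highest replicate inhibition at or above 60% at 9 µM, even if other replicates fall short; inactive means all replicates below 60% inhibition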;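 further: 0% = neutral control wells and 100% = 4 µM acridine orange control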
CAL PDZ FP-2 – inhibitors of human CAL PDZ peptide binding; inhibition, % at 20 µM; Q9HD26; purified CAL PDZ, TMR-peptide fluorescence polarization, 1 h; AID 504414; 330,000 tested, 0.02% active;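 active means highest replicate inhibition of at least 40%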;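 further: plate controls were DMSO neutral control wells for no effect and unlabeled competitor peptide control wells for full effect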
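Test system: purified CerCALP PDZ construct; Compound dosing: one concentration, 20 µM compound; Also added: TMR-labelled reporter peptide T*-PRC34 bound in PDZ groove; Read-out: inhibition from polarization loss; Controls: unlabelled peptide and DMSO controls; Signal: FP readout, S and P plane fluorescence; Incubation: 1 h at RT.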
cardiac RTF act – cardiac RTF calcium sensitization; activation, % at 7.2 µM; AID 493008; 340,000 tested, 0.24% active; IANBD-labeled TnC RTF fluorescence at EC20 calcium; 0% EC20 calcium, 100% full calcium; P19429+P45379;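 active means activation above the mean over all tested compounds plus 3 SD, cut at about 30% in these data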;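 further: rise in fluorescence read as greater calcium sensitivity of cardiac thin filaments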
Keap1 Nrf2 FP – Keap1-Nrf2 (human) interaction inhibition; Keap1 Kelch-Nrf2 peptide fluorescence polarization, 1536-well; inhibition, % at 9.4 µM; 340,000 tested, 0.15% active; AID 504523; in the data active means inhibition above about 12%;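 further: human Keap1 Kelch domain with fluorescein labeled Nrf2 9mer peptide probe; 0% = neutral control wells and 100% = peptide positive control; higher means more block of Keap1 binding to Nrf2 peptide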
Target sequence (Q14145 whole entry, looked up, the tested form may be a part): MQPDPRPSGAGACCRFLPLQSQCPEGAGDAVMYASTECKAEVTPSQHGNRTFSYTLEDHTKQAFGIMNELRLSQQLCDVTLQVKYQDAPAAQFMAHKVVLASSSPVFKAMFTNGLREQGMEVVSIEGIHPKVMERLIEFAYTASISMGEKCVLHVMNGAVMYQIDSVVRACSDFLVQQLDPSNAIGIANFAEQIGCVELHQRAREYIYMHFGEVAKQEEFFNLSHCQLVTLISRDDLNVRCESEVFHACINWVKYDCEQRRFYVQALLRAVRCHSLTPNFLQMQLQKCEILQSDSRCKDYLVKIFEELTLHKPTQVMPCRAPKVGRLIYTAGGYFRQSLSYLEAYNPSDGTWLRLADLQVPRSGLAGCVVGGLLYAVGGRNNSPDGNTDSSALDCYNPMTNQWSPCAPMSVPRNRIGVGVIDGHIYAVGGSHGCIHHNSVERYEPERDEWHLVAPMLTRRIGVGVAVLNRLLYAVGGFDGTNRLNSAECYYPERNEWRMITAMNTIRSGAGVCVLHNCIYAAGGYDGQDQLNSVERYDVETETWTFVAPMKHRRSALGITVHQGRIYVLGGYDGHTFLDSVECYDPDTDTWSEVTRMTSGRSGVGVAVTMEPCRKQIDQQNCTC
SR-BI DiI-HDL act – SR-BI HDL lipid transfer activation; CHO ldlA[mSR-BI] cells, DiI-HDL uptake fluorescence, 3 h; 100 = double the neutral-control signal; activation, % at 12.5 µM; 320,000 tested, 0.096% active;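 active means mean replicate activation of at least 60% and every replicate at or above 60%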;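 further: 0% = median plate neutral-control signal and 100% = twice that signal; values of inactives mirror those of a sister screen read the other way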
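material = CHO ldlA[mSR-BI] cells | medium = Ham's F12 with 0.5% BSA, HEPES 25 mM, pH 7.4 | reagent = fluorescent DiI-HDL, 10 µg/mL final | compound dosing = single-point compound dose | incubation = 3 h, 37 °C | measured by = bottom-read fluorescence, 550/595 nm | measure = HDL uptake via cellular fluorescence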
RTF Ca sens inh – cardiac RTF calcium desensitization | inhibition, % at 7.15 µM | AID 493244 | P19429+P45379 | 340,000 tested, 0.12% active | IANBD-labeled cardiac RTF, Ca2+ fluorescence;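 active means inhibition above the mean inhibition of all tested compounds plus 3 SD, cut at about 17% in these data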;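 further: assay run at fixed EC70 calcium of 1.6 mM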
Rtt109 HAT inh – inhibitors of Candida albicans Rtt109/Vps75 histone acetyltransferase | Q5AAJ8 | purified Rtt109/Vps75, ThioGlo CoA-SH fluorescence, 4 h | inhibition, % at 34.9 µM | 330,000 tested, 0.16% active | AID 540336;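 active means inhibition of at least 50% in every replicate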
Target sequence (Q5AAJ8 whole entry, looked up): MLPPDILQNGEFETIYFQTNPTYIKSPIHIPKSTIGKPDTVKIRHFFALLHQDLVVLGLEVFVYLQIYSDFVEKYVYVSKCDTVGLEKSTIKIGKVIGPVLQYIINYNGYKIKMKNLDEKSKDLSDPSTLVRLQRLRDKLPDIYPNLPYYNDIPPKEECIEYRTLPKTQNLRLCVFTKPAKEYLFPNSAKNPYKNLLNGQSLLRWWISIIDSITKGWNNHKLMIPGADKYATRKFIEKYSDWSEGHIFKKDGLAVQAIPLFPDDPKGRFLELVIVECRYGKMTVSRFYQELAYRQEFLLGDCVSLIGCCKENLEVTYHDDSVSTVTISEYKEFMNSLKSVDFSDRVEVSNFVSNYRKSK
The depositor's hits bear a star; . = no result given.

SMILES | CAL PDZ FP-1 | PKA-R2B act | DAGLB inh | LANA DNA inh | CAL PDZ FP-2 | cardiac RTF act | Keap1 Nrf2 FP | SR-BI DiI-HDL act | RTF Ca sens inh | Rtt109 HAT inh
COC(=O)CNC(=O)c1cccc(-c2ccc(OC)cc2)c1 | -4 | -1 | -1 | 1.7 | -1.1 | -1 | -6 | 6 | 0 | .
COc1ccc2cc(C(=O)NCc3ccccc3CN3CCCC3)ccc2c1 | 19 | 3 | 1 | -0.8 | -2.8 | 3 | -3 | -28 | 0 | 0
Cc1ccc(CSc2ncnc3c2cnn3-c2ccc(C)cc2)cc1 | -2 | -6 | -2 | 1.3 | -2.2 | 3 | 4 | 5 | -4 | -15
COc1ccc(N2CCN(C(CNC(=O)c3ccc4c(c3)OCO4)c3cccnc3)CC2)cc1 (stereo not drawn) | -2 | 3 | 0 | -1.5 | 0.0 | 0 | -4 | . | -8 | 6
COc1ccccc1N1CCN(C(=O)CCc2nnc3ccc(N4CCC(C)CC4)nn23)CC1 | . | 7 | -2 | -0.7 | -0.8 | 3 | 2 | -10 | -5 | 27
Cc1ccc(C(=O)N/C(=C\c2ccc(Br)cc2)c2nc(=S)[nH][nH]2)cc1 | -5 | -10 | 3 | 1.4 | -2.9 | 2 | -4 | -18 | 0 | .
Cc1cc(NC(=O)CNCC(c2ccccc2)N(C)C)c([N+](=O)[O-])cc1C (stereo not drawn) | -4 | 7 | -2 | 0.3 | . | 0 | 2 | -2 | -5 | -1
COc1ccc(Cl)cc1C(=O)NNC(=O)c1cccs1 | 0 | -8 | -2 | -0.7 | 0.2 | -3 | -3 | 1 | -13 | 14
O=c1cc(-c2ccc(O)c(O)c2)oc2cc(O)cc(O)c12 | 2 | -1 | 5 | -2.1 | -0.8 | 6 | -3 | -41 | -7 | 1
COc1ccc(NC(=O)N2c3ccccc3C(C)=CC2(C)C)cc1 | -2 | 3 | -1 | -0.9 | -0.4 | -1 | 1 | 2 | -1 | -2
O=C(Nc1ccccc1)c1cc2ccccc2o1 | -5 | -1 | -4 | -0.8 | -3.1 | 1 | 2 | -17 | -15 | 2
COc1ccc(CNC(=O)[C@@H](NC(=O)C2CCN(C(=O)[C@@H](N)CCSC)CC2)C(C)C)cc1 | 8 | -16 | 0 | -0.2 | 0.6 | 1 | -3 | -5 | 2 | 17
CC(=O)N1CC(C)c2scc(C)[n+]2-c2ccccc21 (stereo not drawn) | 2 | -6 | -1 | -0.5 | -0.3 | 0 | -6 | 28 | 9 | 1
CCc1nnc(NC(=O)Nc2ccc(Cl)cc2)s1 | -4 | 0 | -2 | -0.9 | -2.4 | -3 | -1 | -26 | -3 | -6
O=C(Nc1cccc(Cl)c1)Nc1ccnc(-c2cccnc2)n1 | -4 | 1 | -1 | 1.7 | -9.8 | -5 | 2 | -46 | 3 | 0
Clc1ccc2nc(-c3ccccc3)nc(C(Cl)Cl)c2c1 | -4 | -5 | -3 | -0.8 | -1.1 | 6 | -4 | . | -14 | -6
Cc1cc(=O)[nH]c(-c2ccccc2O)n1 | -8 | 14 | 0 | 0.2 | -0.1 | 3 | 3 | 47 | -3 | -8
O=C(Nc1nnc(C2CC2)s1)C1Cc2ccccc2CN1S(=O)(=O)c1ccccc1F (stereo not drawn) | -5 | 2 | 0 | 2.8 | -1.2 | -4 | -3 | -1 | 1 | 3
COc1ccc(C(=O)NC(=S)Nc2cccnc2)cc1Cl | -3 | -3 | -2 | -0.3 | -0.7 | -4 | 3 | -10 | -3 | 7
CNc1ccc(OC(F)F)cc1C(=O)c1ccccc1 | -5 | -3 | -5 | -0.2 | -2.5 | 0 | -1 | -63 | -7 | 5
CCCOC(=O)CCCCC1SCC(NC(=O)OC)C1NC(=O)OC (stereo not drawn) | -4 | -8 | 5 | 0.6 | -0.4 | 3 | -7 | 7 | 3 | 1
O=C(CNC(=O)c1ccc(Cl)cc1)NCCCn1ccnc1 | -1 | 1 | 0 | 0.0 | -3.2 | 0 | -7 | 3 | -1 | -15
COc1cccc(CN2CC(C(=O)NCCOc3cccnc3)CCC2=O)c1 (stereo not drawn) | -3 | 7 | 3 | 4.4 | -0.6 | -2 | -4 | 7 | -2 | 4
CCN(CC(=O)NCc1cccs1)C(=O)c1cccc(S(=O)(=O)Nc2ccc(C)cc2)c1 | -2 | 11 | 3 | 0.1 | -1.2 | -2 | -2 | 4 | 2 | 3
O=[N+]([O-])c1ccc(/C=N/n2c(-c3cccnc3)n[nH]c2=S)cc1 | -4 | 2 | 1 | 3.6 | -0.4 | 7 | 0 | 33 | -14 | -10
Cn1cc(/C=C/C(=O)N2CCCC(C(=O)c3cccc(C(F)(F)F)c3)C2)cn1 (stereo not drawn) | -4 | -3 | 0 | 2.0 | -1.0 | -1 | -2 | 23 | -4 | 5
Cc1cccc(-n2c(N)c(C(=O)N3CCN(C)CC3)sc2=S)c1 | 0 | 3 | -2 | 0.0 | -0.9 | 0 | 0 | 17 | -11 | 33
CCOc1ccc(Br)cc1S(=O)(=O)NC1=NCCCCC1 | -5 | -7 | -1 | 0.8 | -0.1 | 0 | -2 | 17 | -5 | -2
Cc1ccc(-n2c(=O)cc(N3CC(C)OC(C)C3)[nH]c2=O)cc1 (stereo not drawn) | . | -5 | -2 | -0.3 | -0.4 | 6 | -3 | 25 | -3 | 4
CCc1c(C(=O)N2CCN(c3ccccc3F)CC2)[nH]c(C)c1C(C)=O | -2 | 6 | 2 | -0.9 | -1.1 | 10 | 0 | -10 | -6 | -8
Cc1c(C(=O)NCCNc2ncc(C(F)(F)F)cc2Cl)cccc1[N+](=O)[O-] | -2 | -23 | -2 | 0.0 | 1.2 | 3 | 2 | -32 | -30 | 1
CCOC(=O)N1CCN(C(=O)CSc2nnc(-c3ccccc3OC)o2)CC1 | -4 | -7 | -1 | -0.4 | -5.2 | 15 | -9 | -40 | -7 | -2
CN(C)CC1CCCCC1OC(=O)/C=C/c1ccccc1 (stereo not drawn) | -3 | -1 | 0 | 0.1 | -0.6 | -2 | 1 | 13 | -14 | 4
CCCc1c(C(=O)N/N=C/c2sccc2C)nnn1-c1nonc1N | 1 | 2 | -1 | 0.0 | -0.4 | 0 | -7 | -65 | -9 | -3
CC(CCc1ccccc1)NCC#N (stereo not drawn) | . | 6 | 0 | 1.0 | -0.8 | -3 | -5 | . | -8 | -8
OC1(c2ccccc2F)CCN(Cc2nnnn2Cc2ccc(F)cc2)CC1 | 16 | 8 | 0 | -1.4 | -0.9 | 0 | 3 | 23 | -8 | 2
Oc1ccc(C[C@@H]2CNCCN2CCc2cc(C(F)(F)F)cc(C(F)(F)F)c2)cc1 | -2 | 6 | -3 | -0.5 | -0.1 | -5 | -2 | 27 | -1 | 12
CCC(=O)Nc1ccccc1C(=O)OC(c1ccccc1)c1ccccc1 | -4 | -6 | -19 | 0.0 | -0.6 | 9 | -9 | -25 | -13 | 7
Cc1ccc(S(=O)(=O)N2CC(O)C[C@H]2C(=O)OCC(=O)Nc2ccc(N3CCCCC3)cc2)cc1C (stereo partly drawn) | -6 | -1 | 4 | 0.5 | -2.6 | -1 | 6 | -8 | -6 | 20
Cc1cccc(CNc2ncnc3ccc(-c4ccc5c(c4)OCO5)cc23)c1 | -1 | 9 | -5 | 0.4 | 0.5 | 5 | 0 | -11 | -4 | -2

2 of the compounds above, with values under each structure:
Screens in order – CAL PDZ FP-1	PKA-R2B act	DAGLB inh	LANA DNA inh	CAL PDZ FP-2	cardiac RTF act	Keap1 Nrf2 FP	SR-BI DiI-HDL act	RTF Ca sens inh	Rtt109 HAT inh
> CCCc1c(C(=O)N/N=C/c2sccc2C)nnn1-c1nonc1N
 : 1	2	-1	0.0	-0.4	0	-7	-65	-9	-3
> CC(CCc1ccccc1)NCC#N (stereo not drawn)
 : .	6	0	1.0	-0.8	-3	-5	.	-8	-8

Continued.
SMILES | CAL PDZ FP-1 | PKA-R2B act | DAGLB inh | LANA DNA inh | CAL PDZ FP-2 | cardiac RTF act | Keap1 Nrf2 FP | SR-BI DiI-HDL act | RTF Ca sens inh | Rtt109 HAT inh
CSCCC(NC(=O)c1ccc([N+](=O)[O-])cc1Cl)C(=O)OCC(=O)NCCCc1ccccc1 (stereo not drawn) | -2 | -6 | 1 | 1.5 | 0.0 | 3 | 2 | 9 | -17 | 14
COc1cccc(CN2CC(C(=O)NCc3ccc(Cl)s3)CCC2=O)c1 (stereo not drawn) | -2 | 4 | -3 | 0.0 | -2.0 | -4 | -3 | 5 | 4 | -9
Cc1ccc(NS(=O)(=O)c2ccc(C(=O)NCc3ccncc3)cc2)cc1 | -2 | 0 | 0 | -0.2 | -3.1 | 4 | -3 | 7 | 6 | 14
CCOC(=O)c1ccc(NC(=O)CSc2nnc(C3CC3)n2C)cc1 | . | 0 | -2 | -0.7 | -0.1 | 9 | -4 | 13 | -6 | -4
Cc1ccc(-c2csc3nc[nH]c(=S)c23)cc1 | -1 | -11 | -3 | 4.9 | -1.0 | 0 | -4 | -19 | -10 | 2
COc1ccc(C(=O)NC(=S)Nc2cccnc2)cc1OC | 0 | 8 | -3 | 0.0 | -0.3 | -4 | 3 | 5 | -4 | 1
Nc1cc(N2CCCCC2)c(Cl)cc1[N+](=O)[O-] | 0 | -2 | 1 | 0.6 | -0.1 | -3 | -5 | 1 | -2 | 11
CCOc1ccc2nc(SCC(=O)NC3CCCCC3)[nH]c2c1 | -6 | -7 | 0 | -0.7 | -0.4 | -3 | -7 | 4 | -18 | 3
CCOC(=O)Cc1csc(SCC(=O)Nc2sc3c(c2C(N)=O)CCC3)n1 | 1 | -3 | 1 | 0.6 | -1.5 | -3 | -6 | -2 | -2 | 5
Cc1ccc(S(=O)(=O)NC(C)(C)CN2CCc3ccccc3C2)cc1 | 1 | -4 | -2 | 0.1 | -0.9 | 3 | -1 | 1 | -1 | 7
CCCn1c(COc2ccccc2)nc2ccccc21 | . | 7 | -3 | 0.1 | -1.3 | 1 | 1 | -23 | 0 | 4
COc1cc(Cl)ccc1NC(=S)N(CCN1CCOCC1)C1CCN(C(C)=O)CC1 | -5 | -4 | 2 | 0.2 | 0.4 | 0 | -4 | . | -2 | 8
O=C(CSc1ccc(-c2cccs2)nn1)Nc1ccccc1 | 1 | -6 | -5 | -1.2 | -3.8 | 9 | -4 | 10 | 8 | 1
Cc1occc1-c1nnc(SCC(=O)N2CCCCC2C)o1 (stereo not drawn) | -5 | -6 | 1 | -0.7 | 0.3 | 3 | -2 | -10 | -8 | 3
CC1CCCCC1NC(=O)C(=O)NCC1CCCO1 (stereo not drawn) | 0 | -4 | 4 | -0.6 | -2.2 | -12 | -3 | 9 | -2 | -3
CCCN(C(=O)COC(=O)c1cc(CC)c(C)s1)c1c(N)n(Cc2ccccc2)c(=O)[nH]c1=O | -8 | -13 | 5 | 1.5 | -1.2 | -17 | 2 | -37 | -9 | -13

Source: PubChem BioAssay
